Assay outcomes (PubChem)
M1 ag: human M1 muscarinic receptor agonism | P11229 | CHO-K1 hM1, Fluo-8 calcium fluorescence, agonist mode; 0% DMSO, 100% acetylcholine EC100 | activation, % at 3 µM | actives 0.33% (n = 360,000);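 active means activation above the run's mean compound activation plus 3 SD, cut at about 16% in these data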;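 further: peak over basal fluorescence ratio within a 140 s kinetic read after compound addition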
Target sequence (P11229 whole entry, looked up): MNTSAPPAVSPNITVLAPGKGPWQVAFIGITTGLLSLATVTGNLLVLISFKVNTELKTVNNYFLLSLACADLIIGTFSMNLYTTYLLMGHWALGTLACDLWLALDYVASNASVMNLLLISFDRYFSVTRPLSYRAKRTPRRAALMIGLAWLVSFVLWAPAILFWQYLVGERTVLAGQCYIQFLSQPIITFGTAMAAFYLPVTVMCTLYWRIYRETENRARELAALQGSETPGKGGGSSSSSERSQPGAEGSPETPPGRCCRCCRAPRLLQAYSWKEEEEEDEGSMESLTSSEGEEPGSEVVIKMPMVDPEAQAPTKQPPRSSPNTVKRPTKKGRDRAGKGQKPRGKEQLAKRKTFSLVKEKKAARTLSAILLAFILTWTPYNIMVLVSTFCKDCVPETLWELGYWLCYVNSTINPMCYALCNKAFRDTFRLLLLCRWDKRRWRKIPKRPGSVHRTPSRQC
TAAR1 antagonist: antagonists of human TAAR1; Q96RJ0; CHO RD-HGA16 TAAR1, Fluo-8 calcium fluorescence, antagonist; inhibition, % at 3 µM; actives 1.5% (n = 360,000); AID 624466;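 active means inhibition above a per-plate cutoff, the mean inhibition of test compounds on that plate plus 3 SD, cut at about 49% in these data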;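 further: 0% = DMSO plus EC80 beta-PEA response and 100% = DMSO alone without agonist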
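Assay system: RD-HGA16 CHO cells with stable hTAAR1 and Gα16 / Reagent: EC80 β-phenethylamine stimulus / Doses: 3 µM, single point / Timing: dye loading 75 min at 37 °C, then 30 min room temperature / Measured by: Fluo-8 intracellular calcium dye fluorescence, real-time kinetic reads / Controls: vehicle wells and EC80 agonist wells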
V1R ag counter: counter-screen for oxytocin receptor agonists: human V1a receptor agonists; CHO-V1R cells, Fluo-8 calcium fluorescence, agonist mode; 0% DMSO, 100% 3 nM vasopressin; activation, % at 3 µM; actives 0.25% (n = 320,000); AID 2797;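 active means activation above the mean activation of all tested compounds plus 3 SD, per screening run, cut at about 20% in these data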;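 further: signal is peak over basal fluorescence ratio across a 100 second FLIPR read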
M1 ag parental: nonselective activator or artifact in parental CHO-K1 cells. Fluo-8 calcium fluorescence; scaled to maximal ATP response, vehicle zero. activation, % at 3 µM. actives 0.48% (n = 360,000). AID 602248; in the data active means activation above about 15%;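 further: untransfected CHO-K1 host cells lacking M1 receptor as counterscreen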
TAAR1 ag: human TAAR1 agonism | Q96RJ0 | AID 624467 | CHO RD-HGA16 TAAR1, Fluo-8 calcium fluorescence; vehicle wells 0%, saturating PEA agonist 100% | actives 0.99% (n = 360,000) | activation, % at 3 µM;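 active means activation above the mean activation of all test compounds in the run plus 3 SD, cut at about 38% in these data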
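Test system: RD-HGA16 (CHO) cells co-expressing Gα16 and hTAAR1; dosing: one-point dosing at 3 µM (nominal); timing: 17-24 h seeding, 75 min 37 °C dye, 30 min RT; signal: kinetic Fluo-8 calcium fluorescence; read-out basis: % activation relative to PEA EC100 response; controls: DMSO and PEA EC100; replicates: n 1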
CHO-K1 Ca PAM: M1 PAM counterscreen hit in parental CHO-K1 cells. activation, % at 3 µM. actives 0.02% (n = 360,000). ATP EC20, Fluo-8 calcium fluorescence; 0% at ATP EC20, 100% at ATP max;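 active means activation above the run cutoff, the mean activation of all test compounds plus 3 SD, cut at about 40% in these data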;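 further: peak over basal fluorescence ratio in a 140 s read after ATP addition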
OXTR potentiate: potentiates the human oxytocin receptor response; CHO-OTR cells, Fluo-8 calcium fluorescence, potentiator mode; 0% = oxytocin EC15, 100% = EC100; AID 2445; P30559; activation, % at 3 µM; actives 0.061% (n = 320,000);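 active means activation above that plate's cutoff, the mean activation of tested compounds plus 3 SD, cut at about 6.6% in these data, passing the limit was not always enough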;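 further: 100% uses oxytocin at 75 nM as the full agonist control; some results filed as inactive read as strong as hits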
Target sequence (P30559 whole entry, looked up): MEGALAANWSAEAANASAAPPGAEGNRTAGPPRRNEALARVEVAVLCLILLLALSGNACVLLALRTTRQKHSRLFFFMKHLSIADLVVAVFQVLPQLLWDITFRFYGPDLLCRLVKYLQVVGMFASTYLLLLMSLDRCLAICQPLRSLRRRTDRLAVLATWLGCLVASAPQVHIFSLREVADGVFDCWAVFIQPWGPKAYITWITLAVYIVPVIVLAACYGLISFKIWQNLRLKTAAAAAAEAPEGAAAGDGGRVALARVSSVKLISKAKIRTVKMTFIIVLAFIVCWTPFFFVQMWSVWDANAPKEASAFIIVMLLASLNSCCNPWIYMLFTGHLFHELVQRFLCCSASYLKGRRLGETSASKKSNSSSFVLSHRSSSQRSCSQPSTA
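assay system = CHO-OTR cells, human receptor | schedule = compound 6 min at room temperature before oxytocin, 100 s read | detection = Fluo-8 intracellular calcium fluorescence, ex 470-495, em 515-575 nm | evaluation = normalized max/min fluorescence ratio, % activation | control set = EC15 oxytocin alone as 0%, 75 nM oxytocin (EC100) as 100%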
CHO-K1 Ca antag: counter-screen for M1 antagonists: effect in parental CHO-K1 cells | AID 602250 | actives 0.6% (n = 360,000) | ATP-induced calcium, Fluo-8 fluorescence | inhibition, % at 3 µM;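 active means inhibition above a per-plate cutoff, the plate's mean sample inhibition plus 3 SD, cut at about 24% in these data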;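 further: 0% = DMSO plus EC80 ATP and 100% = DMSO alone without ATP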
CHO parental Ca: counter-screen for OX1R antagonists: effect in parental CHO cells; parental CHO-K1, ATP-induced calcium, Fluo-8 fluorescence; inhibition, % at 5.6 µM; actives 0.63% (n = 330,000); AID 463079;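 active means inhibition above that plate's mean sample inhibition plus 3 SD, cut at about 26% in these data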;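 further: 0% = ATP-challenged DMSO wells and 100% = DMSO wells without ATP; some compounds past the cut are filed as inactive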
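Test system: untransfected parental CHO cell line. Compound: one dose, 5.6 µM nominal. Detection: intracellular calcium via Fluo-8 no-wash fluorescent dye. Measure: % inhibition. Benchmarks: ATP-challenged DMSO wells low, unchallenged DMSO wells high.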
The depositor's hits bear a star; x = no result given.

No.	smiles	M1 ag	TAAR1 antagonist	V1R ag counter	M1 ag parental	TAAR1 ag
1	COc1cccc(NC2c3ccccc3C(=O)N2Cc2ccccc2Cl)c1 (configuration not stated)	-4	-55	-0.7	0.3	-2
2	CN(CC(=O)N1CC=C(c2ccccc2)CC1)S(=O)(=O)c1cnc[nH]1	-2	4	1.2	0.0	3
3	O=C(NCc1ccco1)c1cccc(S(=O)(=O)N2CCN(Cc3ccccc3)CC2)c1	-4	-15	1.9	2.0	3
4	CC(C)c1ccc(NC2CCCN(C(=O)c3cccnc3)C2)cc1 (configuration not stated)	0	-19	3.2	0.8	1
5	Cc1cc(OC(=O)c2ccc(S(=O)(=O)N3CCOCC3)cc2)c([N+](=O)[O-])c(=O)[nH]1	-4	-11	x	-0.4	2
6	O=C(OCN1C(=O)c2ccccc2C1=O)C1CCCCC1	0	6	-1.0	0.5	2
7	Cc1ccccc1NC(=O)Cc1nnc(SCC(=O)NC2CCCCC2)n1C	-1	-9	0.6	2.1	2
8	COc1ccc(OC(=O)COc2ccc(C)cc2)cc1	-6	-5	0.9	5.7	-1
9	COc1ccc(CCNC(=S)NC(=O)c2cc(OC)c(OC)c(OC)c2)cc1OC	-1	2	-0.8	3.7	18
10	CNS(=O)(=O)c1cccc(C(=O)OCC(=O)Nc2ccc3ccccc3c2)c1	-3	25	4.8	0.1	13

No.	CHO-K1 Ca PAM	OXTR potentiate	CHO-K1 Ca antag	CHO parental Ca
1	-2	-2	-10	-20
2	0	-2	-2	-16
3	-3	-7	-6	4
4	-12	-4	3	-13
5	12	x	0	x
6	1	-23	-11	-9
7	-5	-1	4	-13
8	6	-6	-2	-7
9	10	-6	-2	-41
10	-5	-5	-2	-9

(further entries)
No.	smiles	M1 ag	TAAR1 antagonist	V1R ag counter	M1 ag parental	TAAR1 ag
11	COc1cc(OC)cc(C(=O)NCC(=O)N2CCC(C)CC2)c1	-2	-3	1.9	0.1	5
12	O=C(c1ccccc1)c1ccsc1C(=O)c1ccccc1	-3	-20	x	0.6	-1
13	COc1cc(CC(=O)Nc2cccc(SC)c2)cc(OC)c1OC	-2	19	7.5	5.8	4
14	O=c1c2c(nc3n1CCCCC3)-c1ccccc1CC21CCCC1	-9	7	-0.1	-0.1	30
15	CCOc1ccccc1CN1CCNC(=O)C1CC(=O)NCc1ccccn1 (configuration not stated)	0	-12	0.1	0.0	0
16	Cc1cc(Cl)c2oc(C(=O)N(CCO)Cc3ccccc3)c(C)c2c1	1	2	0.3	0.2	-2
17	CN(Cc1ccc(F)cc1)C(=O)c1cccc(NS(=O)(=O)c2ccccc2)c1	-1	8	1.4	0.7	1
18	Cc1nc(NC(=O)c2cccnc2Cl)sc1C	-2	-11	-0.2	0.3	1
19	CC(C)(C)OC(=O)N[C@@H](Cc1ccccc1)c1nnc(SCC(=O)c2ccc(Cl)cc2)o1	-5	22	-0.4	1.2	10
20	COc1ccc(-c2cc(C(=O)O)c3sc(N4CCCCC4)nc3n2)cc1OC	-2	-9	-0.2	-0.3	1

No.	CHO-K1 Ca PAM	OXTR potentiate	CHO-K1 Ca antag	CHO parental Ca
11	4	-19	-3	-1
12	15	x	6	x
13	7	-15	6	-2
14	10	7	-25	-23
15	9	5	17	-18
16	-10	-1	-3	-27
17	-2	-6	-3	-9
18	-22	-8	8	3
19	14	-11	-2	-14
20	7	5	-9	-8

Next section
No.	smiles	M1 ag	TAAR1 antagonist	V1R ag counter	M1 ag parental	TAAR1 ag
21	Cc1ccc(Cc2c(-c3cccc(Cl)c3)nc3ccc(C)cn23)cc1	-2	19	x	2.2	2
22	COc1ccc(CNC(=O)C2CCCN(Cc3nc(-c4cccc(C)c4)oc3C)C2)cc1 (configuration not stated)	-6	7	11	7.7	3
23	Cc1cccc(NC(=O)CCc2nc3sc4c(c3c(=O)[nH]2)CCCC4)n1	2	-4	-0.4	2.0	4
24	COc1ccccc1C(=O)Nc1cc(Cl)ccc1O	-3	17	2.3	2.1	1
25	CCOC(=O)c1c(C)[nH]c(C(=O)OCc2ccc(C)cc2)c1C	-3	-1	1.0	-0.2	1
26	Cc1ccc(NC2(c3nnnn3-c3c(C)cccc3C)CCCCC2)cc1	-10	4	-0.7	-0.2	16
27	CC(C)(C)c1ccc(-n2ncc3c2CCCC3NC(=O)c2csnn2)cc1 (configuration not stated)	0	9	1.9	1.0	-1
28	CCCCn1c(N)c(N(Cc2ccccc2OC)C(=O)c2ccc(N3CCCC3=O)cc2)c(=O)[nH]c1=O	-5	-19	0.1	0.9	3
29	O=C(Nc1ccccc1)Nc1cccc(-c2cn3cccnc3n2)c1	-1	9	1.6	2.5	7
30	CSc1ccccc1NC(=O)c1cc(-c2ccc3c(c2)OCO3)on1	0	1	0.8	0.3	1

No.	CHO-K1 Ca PAM	OXTR potentiate	CHO-K1 Ca antag	CHO parental Ca
21	22	x	-28	x
22	6	-17	8	1
23	14	0	-12	-10
24	5	-5	5	10
25	4	-6	-16	-31
26	14	-18	-15	16
27	20	-5	3	-9
28	6	-4	1	-9
29	5	0	-10	-11
30	-9	-4	8	-1

Next records follow:
No.	smiles	M1 ag	TAAR1 antagonist	V1R ag counter	M1 ag parental	TAAR1 ag
31	CC(C)(C)c1ccc(S(=O)(=O)NNC(=O)c2cc3ccccc3[nH]2)cc1	-3	2	-0.2	0.8	-2
32	COc1cc(/C=N/NC(=O)c2c(-c3c(Cl)cccc3Cl)noc2C)ccc1OCC(N)=O	-1	28	x	4.5	12
33	CCc1nc2c(OCc3ccc(C#N)cc3)cccn2c1N(C)C(=O)c1cccs1	-9	-22	x	0.1	-1
34	CC(C)CNC(=O)C1Nc2ccc(OC(F)(F)F)cc2C2C=CCC12 (configuration not stated)	-6	10	0.1	-0.1	3
35	O=S(=O)(Nc1nc2ccccc2nc1Cl)c1ccc(F)cc1	-2	-10	-0.1	1.2	2
36	O=C(Cn1cnc2ccccc21)N/N=C/c1ccco1	-4	-1	0.2	0.2	17
37	C=CCn1c(Cc2cccs2)nnc1SCC(=O)Nc1ccc(OC)cc1	-6	3	1.6	0.2	8
38	O=C(Nc1ccc(F)cc1)Nc1cccnc1	2	-4	x	3.3	64*
39	COc1ccc2oc(C(=O)OCC(=O)Nc3ccc(NC(C)=O)cc3)c(C)c2c1	-8	2	0.6	0.0	1
40	CCOC(=O)c1sc(NC(=O)CSc2nncn2C)nc1C	-9	0	-0.4	0.1	3

No.	CHO-K1 Ca PAM	OXTR potentiate	CHO-K1 Ca antag	CHO parental Ca
31	19	-4	-11	-27
32	-24	x	-3	x
33	-11	x	2	x
34	-16	-7	6	-11
35	6	-2	-10	-4
36	-8	-3	4	-1
37	7	-4	5	-11
38	1	x	-5	x
39	-4	0	10	4
40	12	-7	-5	-13

Next section:
No.	smiles	M1 ag	TAAR1 antagonist	V1R ag counter	M1 ag parental	TAAR1 ag
41	O=C(CSc1ncc(-c2ccc(F)cc2)n1Cc1ccco1)Nc1nccs1	2	40	29*	2.7	46*
42	CC(C)(C)N(Cc1ccccc1)C(=O)COC(=O)C1CC(=O)N(Cc2ccccc2)C1 (configuration not stated)	-1	-13	x	1.0	7
43	CC1Cc2ccccc2N1C(=O)c1nn(C)cc1Br (configuration not stated)	-6	5	0.4	0.0	-1
44	COc1cccc(-c2cc(C(=O)Nc3cc(OC)c(OC)c(OC)c3)no2)c1	-7	35	-0.6	4.5	5
45	CCN(c1ccc(C)cc1C)S(=O)(=O)c1nnc(NC(=O)c2ccco2)s1	-1	-6	6.2	1.7	-1
46	Brc1ccc(-c2nnc3sc(CNC4CCCC4)cn23)cc1	4	6	0.7	0.1	0
47	O=C(Nc1ccc2c(c1)CCC2)c1cc(=O)[nH]c2ccccc12	-3	18	0.4	0.1	-1
48	N#CCCN1CCN(C(=S)c2ccc(-c3cccc(Cl)c3)o2)CC1	-10	4	0.5	1.7	0
49	CC(=O)Nc1ccc(NC(C)=C(C#N)C#N)cc1	-1	11	0.8	1.0	1
50	CCCCC[C@@H](C)N1C[C@H](COCc2ccccc2)Oc2cc(N3CCC[C@@H]3CO)ccc2S1(=O)=O	x	3	x	1.3	1

No.	CHO-K1 Ca PAM	OXTR potentiate	CHO-K1 Ca antag	CHO parental Ca
41	1	-34	-1	12
42	1	x	13	x
43	4	-5	-3	1
44	13	-10	-25	-12
45	-6	-11	8	-9
46	11	0	-2	-12
47	9	-1	-12	-7
48	12	-8	-11	-11
49	-10	-4	4	-6
50	13	x	-12	x

Already shown: two of the compounds above.
No.	smiles	M1 ag	TAAR1 antagonist	V1R ag counter	M1 ag parental	TAAR1 ag
42	CC(C)(C)N(Cc1ccccc1)C(=O)COC(=O)C1CC(=O)N(Cc2ccccc2)C1 (configuration not stated)	-1	-13	x	1.0	7
43	CC1Cc2ccccc2N1C(=O)c1nn(C)cc1Br (configuration not stated)	-6	5	0.4	0.0	-1

No.	CHO-K1 Ca PAM	OXTR potentiate	CHO-K1 Ca antag	CHO parental Ca
42	1	x	13	x
43	4	-5	-3	1

2 compounds from above, reduced to OXTR potentiate and M1 ag:
No.	mol	OXTR potentiate	M1 ag
24	COc1ccccc1C(=O)Nc1cc(Cl)ccc1O	-5	-3
4	CC(C)c1ccc(NC2CCCN(C(=O)c3cccnc3)C2)cc1 (configuration not stated)	-4	0

(listing goes on)
No.	smiles	M1 ag	TAAR1 antagonist	V1R ag counter	M1 ag parental	TAAR1 ag
51	CCOC(=O)C(C(C)C)C(N)Cc1ccc(F)cc1 (configuration not stated)	-2	9	0.9	-0.2	0
52	CC(C)C[C@H](NC(=O)c1nc[nH]c1C(=O)NCCCCCNC(=O)OC(C)(C)C)C(=O)OCc1ccccc1	-4	42	2.5	0.9	11
53	Cc1nn(C)c(C)c1CN(C)C(=O)C1(C)CC1(Br)Br (configuration not stated)	3	16	5.4	0.9	2
54	Cc1ccc(C(=O)N2CCN(c3ccccc3)CC2)cc1S(=O)(=O)N1CCOCC1	-3	-8	0.5	2.3	2
55	O=C(OCC(=O)N1CCN(C(=O)c2ccco2)CC1)c1ccccc1C(=O)c1ccccc1	-2	-6	0.1	0.7	-1
56	C=CCN1C(=O)CSc2ccc(C(=O)NCc3ccc(F)cc3)cc21	-3	-11	2.2	5.0	6

No.	CHO-K1 Ca PAM	OXTR potentiate	CHO-K1 Ca antag	CHO parental Ca
51	-14	-6	9	-18
52	7	-9	-15	11
53	2	0	-12	-4
54	8	-11	0	-8
55	-8	-15	1	-9
56	10	-6	-17	-12

Compounds as they come. About 3.3% of those tested had a hit in this group.
